NCI-60 one-dose screen, 48 h, at 10 µM unless noted. Numbers give growth in % (100 = growth as untreated, 0 = no growth, -100 = all killed).
MCF7 – MCF7 breast cancer | 82,000 compounds, 6.3% hits
MDA-MB-468 – MDA-MB-468 breast cancer; 78,000 compounds, 8.5% hits; AID 2202374
MDA-MB-231 – MDA-MB-231 breast cancer | 81,000 compounds, 5% hits | AID 1794789
MALME-3M – MALME-3M melanoma | 78,000 compounds, 5.8% hits
BT-549 – BT-549 breast cancer; 78,000 compounds, 4.4% hits
T-47D – T-47D breast cancer; 79,000 compounds, 5% hits; AID 1794792
HS 578T – HS 578T breast cancer. 78,000 compounds, 4.1% hits
LOX IMVI – LOX IMVI melanoma; AID 1794757; 79,000 compounds, 7.4% hits
An asterisk follows results filed as active; x = no result given. How the source made its calls: active means growth percent below 10; inactive means the rest.

SMILES	MCF7	MDA-MB-468	MDA-MB-231	MALME-3M	BT-549	T-47D	HS 578T	LOX IMVI
COc1ccc2c(c1)O/C(=C/c1ccc(OCC(=O)Nc3ccc(S(N)(=O)=O)cc3)cc1)C2=O	104	86	95	111	100	97	99	101
CCCCOc1ccc(S(=O)(=O)N2CCN(c3nccc(N4CCOCC4)n3)CC2)cc1	88	6.9*	22	98	13	69	69	-68*
CSCCCNC(=O)c1ccc2c(c1)/C(=C/c1[nH]c(C)cc1C)C(=O)N2	x	43	21	-9.6*	9.3*	44	-14*	32
O=C1C=CC(=O)N1c1ccc2c(c1)Cc1cc(Cl)ccc1-2	96	98	90	102	103	92	90	89
Cc1cc2c(cc1Cl)ncn2C	110	113	101	110	109	96	101	101
Cc1cc(C)c(O)c(Br)c1	92	99	92	79	103	101	108	97
C=C1C(=O)O[C@H]2[C@H]1CC/C(COC(=O)c1cc3ccccc3s1)=C\CC[C@@]1(C)O[C@@H]21	-42*	-48*	-66*	-67*	-59*	-50*	-18*	-84*
O=C(Nc1cc(Cl)ccc1O)c1cccc(Nc2ccnc(C(F)(F)F)c2)c1	26	16	34	53	35	11	60	39
CC[S+](CC)CC(=O)c1ccc(-c2ccccc2)cc1	92	89	100	77	105	84	102	87
COc1ccc(-c2cc(-c3c[nH]c4ccccc34)nc(-c3c[nH]c4ccccc34)c2C#N)cc1	90	102	103	114	97	87	101	86
C#CCNc1ccc(C(=O)OCC)cc1	101	100	133	131	112	101	112	104
COc1cc(N2CCOCC2)ccc1N	91	121	104	104	94	109	100	98
O=C(Nc1ccc(Nc2ccncc2)cc1)c1ccc(N2C(=O)c3ccccc3C2=O)cc1[N+](=O)[O-]	88	110	109	109	104	90	113	104
CC(=O)N1N=C(c2ccc(Cl)cc2)CC1c1cccc(Nc2ccnc3cc(Cl)ccc23)c1 (stereo unspecified)	41	39	85	65	59	46	x	57
COS(=O)(=O)c1cccc2c(S(=O)(=O)OC)cccc12	108	101	102	90	110	116	x	100
O=C(O)c1ccc(C(O)c2ccccc2)cc1 (stereo unspecified)	94	99	101	95	100	92	96	82
CC1(O)CCC2CC3OC3(C)CCC3OC3(C)C(O)CC1C2(C)C (stereo unspecified)	105	x	122	113	x	116	x	94
CC(=O)OC1CCCCC1C1CCCCC1 (stereo unspecified)	119	x	113	105	136	x	116	98
Brc1sc(Br)c(Br)c1Br	72	88	96	105	100	108	99	93
O=C(CNc1nc(-c2cccc([N+](=O)[O-])c2)cs1)Nc1cccc([N+](=O)[O-])c1	-1.1*	14	-29*	-71*	15	-5.2*	-12*	-74*
COC(=O)c1ccc(-c2nc(CSc3nc4ccccc4s3)no2)cc1	101	106	102	97	103	86	98	93
CNCCCNc1ccnc2cc(Cl)ccc12	2.4*	-85*	-34*	-90*	-10*	-5.4*	-3.8*	-50*
O=C1CCCCN1c1ccc(C2=NCCCN2)cc1	84	82	89	77	90	58	73	88
O=C(O)C1(C(=O)O)CCC2(CCCCC2)CC1	104	x	105	99	108	99	102	107
Cc1ccc(NC(=O)CSc2nc(-c3ccccc3)c(C#N)c(=O)[nH]2)cc1	81	111	105	117	93	93	116	105
O=C1[C@@H]2Cc3c([nH]c4ccccc34)[C@@H](c3ccc(Cl)cc3)N2C(=O)CN1C1CCN(CC2CCCCC2)CC1	64	92	80	103	93	83	93	95
CCOC(=O)Cn1nnc(-c2ccc(OCc3ccccc3F)cc2)n1	76	90	104	37	97	73	81	85
CNC(=O)c1cc(Oc2ccc3nc(Nc4ccc(F)c(F)c4)ccc3c2)ccn1	75	63	67	80	87	64	110	88
CCOC(=O)c1ccc(-n2nc(C(=O)NCCC(=O)O)nc2-c2ccccc2)cc1	94	99	113	98	104	111	98	104
COc1ccc(CCN2C(=O)C(C)(C)SC2=S)cc1OC	99	105	98	96	105	104	107	x
CCCCC[n+]1ccc(SCC(=O)N(C)c2ccc(OC)cc2)c2ccccc21	91	84	97	97	100	103	91	99
Cc1c(OCC(F)(F)F)ccnc1CNc1ccc(C2=CC(c3ccc([N+](=O)[O-])cc3)N=C(N)N2)cc1 (stereo unspecified)	85	98	100	101	91	87	105	112
CCCCCc1ccc(S(=O)(=O)Nc2cccc(-c3csc(N4CCN(C)CC4)n3)c2)cc1	25	84	81	82	100	64	84	60
Clc1nc2ccccc2o1	100	105	103	67	104	94	101	100
Nc1cc(S(=O)(=O)O)ccc1Cl	94	x	98	95	101	90	x	91
Cn1c(SCC(=O)c2ccc(Cl)cc2)nc2ccccc2c1=O	55	76	88	106	103	77	96	95
Cc1ccc(C(=O)NNC(=O)c2cccc3ccccc23)cc1	100	111	104	x	102	96	101	100
CC/C=C\C[C@@H](O)C/C=C1/C(=O)C=C[C@H]1C/C=C\CCCC(=O)O	47	87	x	131	106	81	94	13
COc1ccc2c(c1)C1=NN(C(C)=O)C(c3cc(OC)c(OC)c(OC)c3)C1C2 (stereo unspecified)	90	93	97	109	105	95	90	98
O=C(O)c1cn(C2CC2)c2cc(N3CCN(Cn4nc(-c5cccc(Cl)c5)n(-c5ccccc5)c4=S)CC3)c(F)cc2c1=O	96	110	107	96	91	x	106	95
COc1ccc(C(=O)/C=C/c2cn(-c3ccc(C)cc3)nc2-c2ccc(S(C)(=O)=O)cc2)cc1	58	87	92	87	93	80	102	74
N=C(N)/N=C(\CCc1nc2ccccc2[nH]1)c1nc2ccccc2[nH]1	86	109	100	97	104	100	99	85
O=C1NC(CCO)C(=O)NC1CCO (stereo unspecified)	101	109	110	132	106	104	108	101
CC(C)C(C)(C)c1ccc(O)cc1	109	91	108	107	110	101	114	98
O=C1CC2c3cc(-c4cc5ccccc5o4)ccc3CCN2C(=O)N1c1ccccc1 (stereo unspecified)	89	88	93	72	92	57	107	94
CSc1nc(-c2cccc(NC(=O)CCl)c2)c(C#N)c(=O)n1C	21	-4.8*	66	-73*	53	35	88	-92*
O=C(N/N=C/c1ccc2c(c1)CCC2)c1cc2ccccc2cc1O	99	94	78	78	97	91	102	89
CCCCCCCSc1ccc(C(=O)CCN2CCCCC2)cc1	71	92	91	97	108	90	100	77
CCOc1ccc(OCC(=O)O)cc1	92	102	99	108	117	94	123	105
COc1cc(Br)cc(C=O)c1O	111	108	113	125	164	108	127	101
COc1ccc(C2CC(c3cnccn3)=NN2C(C)=O)cc1OC (stereo unspecified)	96	98	98	109	89	103	98	103
O=c1cc(C(O)CC[N+](=O)[O-])c2cc(Cl)ccc2o1 (stereo unspecified)	89	95	109	100	100	95	102	93
O=C(CSc1nc2ccccc2c(=O)n1-c1ccccc1)c1cc2cc(Br)cc(Br)c2oc1=O	102	108	85	102	101	91	94	102
COc1ccc(C2=NN(C(C)=O)C(c3cn(Cc4ccc(Cl)cc4)c4ccccc34)C2)cc1 (stereo unspecified)	85	69	79	72	97	52	76	89
CC(=O)c1c(C)[nH]c2c1c(-c1ccc3c(c1)OCO3)nc1ccccc12	41	59	82	89	84	70	106	87
CS(=O)(=O)Nc1ccc(-c2nn(-c3ccc(S(C)(=O)=O)cc3)cc2/C=N/O)cc1	70	85	71	94	92	57	97	85
N/C(=N\S(=O)(=O)c1cc(C(F)(F)F)cc(C(F)(F)F)c1)c1ccncc1	97	109	101	x	96	94	99	92
CC1(C)CC[C@]23CC[C@]4(C)[C@H](CC[C@@H]5[C@@]6(C)CC[C@H](N)C(C)(C)[C@@H]6CC[C@]54C)[C@H]2[C@H]1OC3=O	-80*	-96*	-96*	-96*	-98*	-78*	-62*	-99*
CCC(C)(C)C(=O)O[C@H]1C[C@@H](C)C=C2C=C[C@H](C)[C@H](CC[C@@H]3CC(SCCN)CC(=O)O3)[C@H]21 (stereo partly specified)	80	90	89	86	79	90	99	76
CCCCC(CC)COC(=O)c1cc([N+](=O)[O-])c(C(C)(C)C)c([N+](=O)[O-])c1 (stereo unspecified)	97	129	126	100	113	97	102	95
Next entries follow:
SMILES	MCF7	MDA-MB-468	MDA-MB-231	MALME-3M	BT-549	T-47D	HS 578T	LOX IMVI
CC(=O)O[C@@H]1/C=C/C(=O)N[C@@H](C)CCC/C=C/[C@@H]2CCC[C@H]21	99	101	122	117	117	99	133	105
CC(C)NCCO	106	108	101	139	134	107	136	95
COc1ccc(NC(=S)Nc2ccc(S(=O)(=O)N3CCCCC3)cc2)cc1	99	x	103	101	97	94	102	95
CCc1ccc(CCC(=O)Nc2ncc(Cc3ccccc3)s2)o1	19	28	52	65	64	42	10.0*	42
COc1ccc(/C=C/C(=O)c2ccc(Nc3ncnc4cc(OC)c(OC)cc34)cc2)cc1F	96	79	93	106	82	83	96	94
C=C1[C@@H](O)CC[C@@H]2[C@@](C)(CCc3ccoc3)[C@H](C)CC[C@@]12C	98	97	98	99	112	104	101	99
CC(C)C(C(=O)NCCCN1CCOCC1)N1C(=O)/C(=C/c2ccc(Br)cc2)SC1=S (stereo unspecified)	96	99	101	96	97	95	99	97
COC(=O)C1(N)CCCC1	90	111	102	99	98	107	99	95
COc1ccc(-n2c(=O)c3ccccc3n(Cc3ccc(C(=O)NO)cc3)c2=O)cc1	26	3.2*	47	x	36	5.5*	57	-71*
COc1ccc(/C=C(/C(C)=O)c2ccccc2)cc1	97	93	104	111	91	58	101	98
Nc1nc2nc(N=Nc3ccc(S(=O)(=O)O)cc3)[nH]c2c(=O)[nH]1	98	117	102	104	100	99	122	101
O=C(O)C(Cc1ccc(O)cc1)N1C(=O)CSC1=S (stereo unspecified)	97	99	110	100	109	99	101	98
O=c1[nH]c2ccc(Br)cc2c(O)c1C(c1ccc(Cl)cc1)c1c(O)c2cc(Br)ccc2[nH]c1=O	74	101	75	94	80	72	62	84
CSc1ccc(-c2cc(-c3ccc(NC(=O)CCCN4CCCC4)cc3)nc(-c3ccc(NC(=O)CCCN4CCCC4)cc3)c2)cc1	-86*	14	-4.1*	88	78	102	55	x

Among those listed so far, these have a carbonyl joined to an NH by a bond outside any ring:
SMILES	MCF7	MDA-MB-468	MDA-MB-231	MALME-3M	BT-549	T-47D	HS 578T	LOX IMVI
COc1ccc2c(c1)O/C(=C/c1ccc(OCC(=O)Nc3ccc(S(N)(=O)=O)cc3)cc1)C2=O	104	86	95	111	100	97	99	101
CSCCCNC(=O)c1ccc2c(c1)/C(=C/c1[nH]c(C)cc1C)C(=O)N2	x	43	21	-9.6*	9.3*	44	-14*	32
O=C(Nc1cc(Cl)ccc1O)c1cccc(Nc2ccnc(C(F)(F)F)c2)c1	26	16	34	53	35	11	60	39
O=C(Nc1ccc(Nc2ccncc2)cc1)c1ccc(N2C(=O)c3ccccc3C2=O)cc1[N+](=O)[O-]	88	110	109	109	104	90	113	104
O=C(CNc1nc(-c2cccc([N+](=O)[O-])c2)cs1)Nc1cccc([N+](=O)[O-])c1	-1.1*	14	-29*	-71*	15	-5.2*	-12*	-74*
Cc1ccc(NC(=O)CSc2nc(-c3ccccc3)c(C#N)c(=O)[nH]2)cc1	81	111	105	117	93	93	116	105
CNC(=O)c1cc(Oc2ccc3nc(Nc4ccc(F)c(F)c4)ccc3c2)ccn1	75	63	67	80	87	64	110	88
CCOC(=O)c1ccc(-n2nc(C(=O)NCCC(=O)O)nc2-c2ccccc2)cc1	94	99	113	98	104	111	98	104
Cc1ccc(C(=O)NNC(=O)c2cccc3ccccc23)cc1	100	111	104	x	102	96	101	100
CSc1nc(-c2cccc(NC(=O)CCl)c2)c(C#N)c(=O)n1C	21	-4.8*	66	-73*	53	35	88	-92*
O=C(N/N=C/c1ccc2c(c1)CCC2)c1cc2ccccc2cc1O	99	94	78	78	97	91	102	89
CCc1ccc(CCC(=O)Nc2ncc(Cc3ccccc3)s2)o1	19	28	52	65	64	42	10.0*	42
CC(C)C(C(=O)NCCCN1CCOCC1)N1C(=O)/C(=C/c2ccc(Br)cc2)SC1=S (stereo unspecified)	96	99	101	96	97	95	99	97
COc1ccc(-n2c(=O)c3ccccc3n(Cc3ccc(C(=O)NO)cc3)c2=O)cc1	26	3.2*	47	x	36	5.5*	57	-71*
CSc1ccc(-c2cc(-c3ccc(NC(=O)CCCN4CCCC4)cc3)nc(-c3ccc(NC(=O)CCCN4CCCC4)cc3)c2)cc1	-86*	14	-4.1*	88	78	102	55	x

Screens: PubChem, NCI
